High-throughput results as filed in PubChem BioAssay.
beta cell repl: induces beta-cell replication in MIN6 cells. MIN6 cells proliferation, ATPlite luminescence, 48 h; cells starved in 0.2% serum; 100% = growth in 10% serum. proliferation, % at 10 µM. hit rate 0.29% among 330,000;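 active = compounds whose signal lies at least 3.5 SD above the mean of all wells on their plate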;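 note: 0% = DMSO-treated cells in low-serum medium and 100% = 10% serum control; some compounds called inactive have numbers as strong as hits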
mIAP activ: increases mouse intestinal alkaline phosphatase activity. muIAP, CDP-Star luminescence, 30 min; hits give high values; 1 = vehicle-only enzyme signal, 0 = enzyme-free wells. hit rate 0.24% among 330,000. AID 2805. activation factor at 10 µM;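 active = activation factor of at least 2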; note: the source names both 10 and 20 µM as test concentration; values of inactives mirror those of a sister screen read the other way
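System: mouse IAP enzyme. Reagent: CDP-Star chemiluminescent phosphatase substrate. Benchmarks: DMSO wells, no-enzyme wells. Times: 30 min enzyme-substrate-compound incubation at room temperature. Detection: luminescence from enzymatic CDP-Star hydrolysis. Doses: test compounds delivered from DMSO solution.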
NALP3 yeast inh: inhibitors of NALP3 inflammasome in yeast. inhibition, % at 10 µM. Yeast reconstituted NLRP3/ASC/caspase-1, beta-gal luminescence, 24 h. hit rate 0.39% among 330,000;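 active = inhibition of 50% or more; inactive = inhibition below 50%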;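 note: plate controls were induced DMSO wells for no effect and uninduced yeast grown without galactose for full effect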
hIAP act: human IAP activation | P09923 | purified human IAP, CDP-Star luminescence, 30 min; hits give high values; 1 = vehicle-only enzyme, 0 = enzyme-free background | activation factor at 10 µM | hit rate 0.16% among 330,000 | AID 2524;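 active = activation factor of the enzyme at least 2-fold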; note: the source names both 10 and 20 µM as test concentration; values of inactives mirror those of a sister screen read the other way
Target sequence (P09923 whole entry, looked up): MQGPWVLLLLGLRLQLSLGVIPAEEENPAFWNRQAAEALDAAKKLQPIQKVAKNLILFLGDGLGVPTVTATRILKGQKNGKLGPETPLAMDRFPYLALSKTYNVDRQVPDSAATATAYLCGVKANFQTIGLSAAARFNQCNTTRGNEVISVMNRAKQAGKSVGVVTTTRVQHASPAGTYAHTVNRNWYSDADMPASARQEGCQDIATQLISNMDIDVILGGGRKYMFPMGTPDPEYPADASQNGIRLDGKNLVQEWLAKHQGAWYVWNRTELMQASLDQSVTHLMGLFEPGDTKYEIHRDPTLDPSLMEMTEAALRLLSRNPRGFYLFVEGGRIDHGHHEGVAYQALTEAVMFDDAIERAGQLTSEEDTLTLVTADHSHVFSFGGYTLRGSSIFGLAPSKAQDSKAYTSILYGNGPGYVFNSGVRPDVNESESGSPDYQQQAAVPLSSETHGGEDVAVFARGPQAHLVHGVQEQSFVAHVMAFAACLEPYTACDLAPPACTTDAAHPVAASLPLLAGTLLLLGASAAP
SENP1 FRET inh: SENP1 (human) catalytic domain inhibition; Q9P0U3; recombinant SENP1 catalytic domain, CyPet-SUMO1-YPet FRET cleavage; inhibition, % at 10 µM; hit rate 0.21% among 360,000;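 active = inhibition at least 30% at 10 µM, raw YFP signal under a set limit, fluorescence ratio 0.5 to 1.5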;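 note: 0% = enzyme with DMSO and 100% = no enzyme wells; some results filed as inactive read as strong as hits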
Target sequence (Q9P0U3 419-644 limits assumed): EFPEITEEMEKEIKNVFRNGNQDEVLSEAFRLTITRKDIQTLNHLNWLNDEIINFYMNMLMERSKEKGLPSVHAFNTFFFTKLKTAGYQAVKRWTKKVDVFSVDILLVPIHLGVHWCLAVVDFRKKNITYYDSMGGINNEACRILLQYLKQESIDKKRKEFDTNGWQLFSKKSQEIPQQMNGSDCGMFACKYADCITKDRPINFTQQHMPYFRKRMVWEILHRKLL
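Controls: no-enzyme wells low, DMSO-plus-enzyme wells high control. Test system: human recombinant His6-tagged SENP1 catalytic domain enzyme. Reagent: SFCypet-SUMO1-SFYpet FRET protein substrate, 25 nM final. Doses: one dose per compound, 10 µM, 0.5% DMSO. Detection: FRET, CFP and YFP emission. Timing: 50 min reaction at room temperature.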
A3G deaminase: APOBEC3G (human) deaminase inhibition. recombinant A3G, ssDNA deamination FAM/TAMRA fluorescence. hit rate 0.28% among 330,000. Q9HC16. AID 493012. inhibition, % at 20 µM;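 active = inhibition of at least 40% at 20 µM, with no more than 30% in the related APOBEC3A deaminase screen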;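 note: plate controls were DMSO wells with A3G for no effect and wells lacking A3G enzyme for full effect; some compounds called inactive have numbers as strong as hits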
hIAP inh: human IAP inhibition | P09923 | purified IAP, CDP-Star luminescence, 30 min | inhibition, % at 10 µM | hit rate 0.12% among 330,000 | AID 2544;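 active = inhibition reaching a set limit with compound at 10 µM in the primary screen, cut at about 35% in these data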;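 note: plate controls were DMSO wells with enzyme for no effect and no-enzyme buffer wells for full effect; values of inactives mirror those of a sister screen read the other way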
mIAP inh: mouse IAP inhibition; AID 2806; inhibition, % at 10 µM; hit rate 0.2% among 330,000; purified mouse IAP, CDP-Star luminescence, 30 min;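 active = inhibition of at least 40% at 10 µM in the primary screen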;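 note: plate controls were DMSO with enzyme for no effect and no enzyme wells for full effect; values of inactives mirror those of a sister screen read the other way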
APOBEC3A inh: inhibitors of human APOBEC3A DNA deaminase. P31941. recombinant A3A, FAM/TAMRA ssDNA deamination fluorescence. inhibition, % at 20 µM. hit rate 0.41% among 330,000. AID 493011;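 active = at least 40% inhibition at 20 µM here, with at most 30% in a related deaminase screen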;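 note: plate controls were A3A with DMSO for no effect and wells lacking A3A enzyme for full effect; some results filed as inactive read as strong as hits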
Target sequence (P31941 whole entry, looked up): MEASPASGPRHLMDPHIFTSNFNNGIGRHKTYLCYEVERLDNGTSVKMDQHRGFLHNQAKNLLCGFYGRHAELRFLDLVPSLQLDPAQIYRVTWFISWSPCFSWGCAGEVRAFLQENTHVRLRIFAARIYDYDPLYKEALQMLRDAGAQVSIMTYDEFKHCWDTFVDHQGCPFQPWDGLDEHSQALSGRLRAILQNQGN
The depositor's hits bear a star; x = not tested or not shown.

1) CCCc1cc(=O)[nH]c(SCc2cc(C(=O)OC)c(C)o2)n1
2) Cc1ccc(-c2[nH]ncc2C(=O)c2cccc(F)c2)c(O)c1
3) CCSC(SCC)[C@H](O)[C@@H](O)[C@H](O)[C@H](O)CO
4) Cc1ccc2nc(NC(=O)CCCC(=O)O)sc2c1
5) Cc1cc(C(F)F)nn1CC(=O)NC1CCCCCC1

Screen / compound no.,1,2,3,4,5
hIAP inh,-21,-105,0,-8,14
A3G deaminase,-8,-5,-6,0,-5
mIAP inh,6,4,-8,1,6
mIAP activ,0.94,0.96,1.1,0.99,0.94
NALP3 yeast inh,15,6,-8,15,14
SENP1 FRET inh,-1,0,3,2,2
beta cell repl,0,0,-3,-2,-2
hIAP act,1.2,2*,1,1.1,0.86
APOBEC3A inh,-3,-1,-2,4,-2

6) COc1ccc(/C=N/NC(=O)c2nnn(-c3nonc3N)c2CN(C)C2CCCCC2)cc1
7) O=C(N/N=C/c1ccc(N2CCOCC2)cc1)c1ccc(NS(=O)(=O)c2cccs2)cc1
8) O=C(O)c1cnn(-c2ccccc2)c1-c1ccncc1
9) COc1ccc(C(=O)/C=C/c2ccc(OC(=O)c3cc(OC)c(OC)c(OC)c3)cc2)cc1
10) O=C1c2ccccc2C(=O)N1CCCCc1cn(C[C@H]2CC[C@H](Cn3cc(CCCCN4C(=O)c5ccccc5C4=O)nn3)O2)nn1

Screen / compound no.,6,7,8,9,10
hIAP inh,-26,-10,-4,15,x
A3G deaminase,-7,-4,9,-9,1
mIAP inh,8,-4,-2,7,-7
mIAP activ,0.92,1,1,0.93,1.1
NALP3 yeast inh,-2,-11,13,-2,x
SENP1 FRET inh,1,-10,0,3,1
beta cell repl,0,-5,-1,-5,x
hIAP act,1.3,1.1,1,0.85,x
APOBEC3A inh,-6,-8,34,0,1

11) COc1ccc(C(=O)c2c(C)oc3ccc(O)c(CN4CCOCC4)c23)cc1
12) O=C(N/N=C/c1ccccc1F)NC1CCCCC1
13) Cc1cccc(NC(=O)CN(C)C(=O)c2ccc(N3CCCCCC3)c([N+](=O)[O-])c2)c1C
14) CCCn1c2c(c(O)c(C(=O)Nc3ccc(OCC)cc3)c1=O)CCCC2
15) Cc1nn(C)cc1C(C(=O)NC1CCCCC1)N(C(=O)Cc1cccs1)c1ccc(C(C)C)cc1 (configuration not stated)

Screen / compound no.,11,12,13,14,15
hIAP inh,4,5,-8,-1,2
A3G deaminase,-2,-7,-6,-2,-4
mIAP inh,-9,6,-1,10,-2
mIAP activ,1.1,0.94,1,0.9,1
NALP3 yeast inh,-9,7,6,20,-13
SENP1 FRET inh,0,3,1,1,3
beta cell repl,0,0,-4,-5,-2
hIAP act,0.96,0.95,1.1,1,0.98
APOBEC3A inh,2,3,-2,-2,-1

16) CCOc1ccccc1NS(=O)(=O)c1cn(C)c(=O)n(C)c1=O
17) Cc1c(C)n(CC(O)CNCCO)c2ccccc12 (configuration not stated)
18) CS(=O)(=O)N(CC(=O)NC1CCCC1)Cc1ccc(Cl)cc1
19) COc1cccc2cc(C(C)N(CCCN3CCOCC3)C(=S)Nc3cccc(C)c3C)oc12 (configuration not stated)
20) O=C1NCCCC2c3c(cc(Br)c(O)c3Br)OC12N1CCOCC1 (configuration not stated)

Screen / compound no.,16,17,18,19,20
hIAP inh,6,-4,-5,9,-71
A3G deaminase,4,-2,-2,-5,-5
mIAP inh,0,5,0,4,3
mIAP activ,1,0.95,1,0.96,0.97
NALP3 yeast inh,-2,14,11,-1,1
SENP1 FRET inh,x,0,3,1,1
beta cell repl,-2,-2,5,-1,0
hIAP act,0.94,1,1.1,0.91,1.7
APOBEC3A inh,6,-2,0,1,-5

A different layout for part of the listing above:
Value order – hIAP inh, A3G deaminase, mIAP inh, mIAP activ, NALP3 yeast inh, SENP1 FRET inh, beta cell repl, hIAP act, APOBEC3A inh
[20] O=C1NCCCC2c3c(cc(Br)c(O)c3Br)OC12N1CCOCC1 (configuration not stated)
    -71, -5, 3, 0.97, 1, 1, 0, 1.7, -5
[17] Cc1c(C)n(CC(O)CNCCO)c2ccccc12 (configuration not stated)
    -4, -2, 5, 0.95, 14, 0, -2, 1, -2

(listing goes on)
21) COC(=O)C1=NN(C(C)=O)C2(CC(=O)N(c3cccc(C)c3)C2=O)C1 (configuration not stated)
22) COc1ccc(NC(=S)Nn2cnnc2)cc1OC
23) CCn1c(SCC(=O)N2CCC(C)CC2)nnc1-c1ccc(S(=O)(=O)N2CCN(C)CC2)cc1
24) C=CC[C@@H](CC(=O)N(CCO)Cc1ccccc1)C(=O)N[C@@H](COC(=O)[C@@H](CC=C)CC(=O)OC(C)(C)C)Cc1c[nH]c2ccccc12
25) Cc1ccc(NC(=O)/C(=C/c2cccs2)NC(=O)c2ccco2)cc1

Screen / compound no.,21,22,23,24,25
hIAP inh,-6,-2,-14,4,11
A3G deaminase,-4,22,-7,-6,1
mIAP inh,-8,4,-6,-23,-6
mIAP activ,1.1,0.96,1.1,1.2,1.1
NALP3 yeast inh,-3,17,1,5,3
SENP1 FRET inh,4,1,-2,2,-31
beta cell repl,0,-2,0,-6,0
hIAP act,1.1,1,1.1,0.96,0.89
APOBEC3A inh,-2,-3,0,-2,3

Just APOBEC3A inh, for some of the entries so far:
No. | SMILES | APOBEC3A inh
22 | COc1ccc(NC(=S)Nn2cnnc2)cc1OC | -3
23 | CCn1c(SCC(=O)N2CCC(C)CC2)nnc1-c1ccc(S(=O)(=O)N2CCN(C)CC2)cc1 | 0
24 | C=CC[C@@H](CC(=O)N(CCO)Cc1ccccc1)C(=O)N[C@@H](COC(=O)[C@@H](CC=C)CC(=O)OC(C)(C)C)Cc1c[nH]c2ccccc12 | -2

New compounds follow.
26) O=C(NC1CCCCCC1)c1c(O)c2ccccc2[nH]c1=O
27) COc1ccc2[nH]cc(CCNS(=O)(=O)Cc3ccccc3)c2c1
28) COc1ccc(CCNC(=O)c2oc3ccc(OC)cc3c2C)cc1
29) CCN1CCN(Cc2c(O)ccc3c2O/C(=C\C=C\c2ccccc2OC)C3=O)CC1
30) COc1cccc(C(=O)Nc2nc3ccc(S(C)(=O)=O)cc3s2)c1

Screen / compound no.,26,27,28,29,30
hIAP inh,-16,0,4,10,-16
A3G deaminase,-4,0,-6,-15,-5
mIAP inh,11,-7,8,6,2
mIAP activ,0.89,1.1,0.93,0.94,0.98
NALP3 yeast inh,20,10,16,14,16
SENP1 FRET inh,4,-4,-6,-19,0
beta cell repl,-3,-3,-2,-5,-3
hIAP act,1.2,1,0.96,0.9,1.2
APOBEC3A inh,0,0,-1,-6,-4

Results in sequence from above.
mIAP activ for nos. 26 to 30: 0.89, 1.1, 0.93, 0.94, 0.98
hIAP act for nos. 26 to 30: 1.2, 1, 0.96, 0.9, 1.2

(next part)
31) COc1ccc(N(CC(=O)NCc2cccs2)S(=O)(=O)c2c(C)nn(C)c2C)cc1
32) O=C(COC(=O)c1c(F)cccc1Cl)NC1CCCC1
33) O=C(O)CCC(=O)N1CCc2cc(S(=O)(=O)NCc3cccs3)ccc21
34) CCOc1ccc(C(C)=O)cc1COc1ccc(-n2cnnn2)cc1
35) COc1ccccc1N1CCN(C(c2cccs2)C(C)NC(=O)c2cccs2)CC1 (configuration not stated)

Screen / compound no.,31,32,33,34,35
hIAP inh,-2,-6,11,-19,24
A3G deaminase,-2,-3,-7,1,3
mIAP inh,-6,-4,9,-2,-11
mIAP activ,1.1,1,0.91,1,1.1
NALP3 yeast inh,12,23,12,25,14
SENP1 FRET inh,1,1,1,2,-1
beta cell repl,6,0,0,-1,-4
hIAP act,1,1.1,0.89,1.2,0.76
APOBEC3A inh,-1,4,-2,-2,3

36) COC(=O)c1ccc(COC(=O)CNS(=O)(=O)c2ccc(C)cc2)cc1
37) O=C(CSc1ccc(Br)cc1)NCC(c1cccs1)N1CCOCC1 (configuration not stated)
38) CCOc1ccc(CCNC(=O)CN2C(=O)NC3(CCCc4ccccc43)C2=O)cc1OCC (configuration not stated)
39) CSc1n[nH]c(NCc2ccc(C)cc2)n1
40) Cc1onc(-c2ccccc2)c1C(=O)Nc1ccc(-c2nnc3n2CCCCC3)cc1

Screen / compound no.,36,37,38,39,40
hIAP inh,-14,0,-9,-9,-20
A3G deaminase,-8,-6,-12,2,2
mIAP inh,2,-1,-5,3,-3
mIAP activ,0.98,1,1,0.97,1
NALP3 yeast inh,22,5,-16,9,13
SENP1 FRET inh,0,-5,1,2,-1
beta cell repl,-3,-6,-1,-1,-1
hIAP act,1.1,0.99,1.1,1.1,1.2
APOBEC3A inh,-5,-3,-5,1,7

41) COc1ccc(Cl)cc1NC(=O)CCN1C(=O)C2C3CCC(C3)C2C1=O (configuration not stated)
42) Cc1ccc(C2CC(c3ccc(F)cc3)Nc3nc(N)nn32)cc1 (configuration not stated)
43) CCC1(C)NC(=O)N(/N=C/c2cc(OC)c(O)c(OC)c2)C1=O (configuration not stated)
44) COc1ccc(C)cc1NC(=O)C(Sc1nnc(Nc2ccccc2F)s1)c1ccccc1 (configuration not stated)
45) O=C(NC(c1ccccc1)c1ccccc1)c1ccc(Br)o1

Screen / compound no.,41,42,43,44,45
hIAP inh,-2,-24,-6,0,-2
A3G deaminase,-1,-7,-6,-7,0
mIAP inh,-10,-14,-10,-23,-9
mIAP activ,1.1,1.1,1.1,1.2,1.1
NALP3 yeast inh,14,-2,-16,7,-9
SENP1 FRET inh,0,-1,-1,3,2
beta cell repl,-1,-2,0,-4,-1
hIAP act,1,1.2,1.1,1,1
APOBEC3A inh,5,1,5,-2,1

46) Cc1cc(C)cc(NC(=S)NCCc2ccc(S(N)(=O)=O)cc2)c1
47) COCCN1CCN(c2cc(-c3ccccc3)nc3cc(-c4cccc(F)c4)nn23)CC1
48) Cc1ccccc1NC(=O)c1ccc(C)c(S(=O)(=O)N2CCN(C)CC2)c1
49) CCCC(=O)NC(=S)Nc1c(C)cc(Br)cc1C

Screen / compound no.,46,47,48,49
hIAP inh,8,17,-1,-11
A3G deaminase,-2,-6,-4,-3
mIAP inh,-4,-8,-4,-3
mIAP activ,1,1.1,1,1
NALP3 yeast inh,2,27,29,24
SENP1 FRET inh,3,-85,1,1
beta cell repl,-2,-4,-2,-4
hIAP act,0.92,0.83,1,1.1
APOBEC3A inh,-2,-5,-2,-1

An excerpt; the hit share may differ from the screen's.
